Source: PubChem
KCNH2 WT inh = inhibitors of human wildtype KCNH2 potassium channel; AID 720551; actives 0.37% (n = 340,000); activity change, % at 1.84 µM; U2OS, BacMam KCNH2, thallium flux FluxOr; hits give low values; Q12809;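 active = maximum activity change below -70%; inconclusive = maximum activity change between -70% and -50%; inactive = maximum activity change above -50%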; also: % is scaled to controls: 0 for no effect and ±100 for the full control effect
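U2OS cells transduced with wild-type KCNH2 virus are loaded with FluxOr dye for 45 min, and thallium flux is measured in kinetic reads before and after stimulation buffer. Rate constants are normalized to DMSO controls.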
FBPA coupling cs = coupling enzyme interference in Giardia aldolase counter-screen; coupling enzyme system counterscreen, AmpLite Red fluorescence; activity change, negative = inhibition, % at 58.2 µM, hits read low; actives 0.67% (n = 290,000); AID 2472; in the data active = activity change below about -30%; also: % is scaled to controls: 0 for no effect and ±100 for the full control effect
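First, compound is pin-transferred into glyceraldehyde-3-phosphate coupling-enzyme reagent at 57.5 uM final and held 10 min at RT. Next, substrate, coupling system and AmpLite Red are added. After 20 min RT, fluorescence (525/598 nm) is read.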
B2AR arrestin = recruits beta-arrestin to the human beta2-adrenergic receptor; P07550; beta-arrestin recruitment to beta2AR, cell-based reporter; Potency, µM (titrated, usually from 46.1 µM), for inactives: top-dose activation, usual class: activators; actives 0.02% (n = 330,000); AID 492947;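 also: potency is read from the fitted curve at half-maximal effect; 0% = DMSO controls and full agonism = EC100 isoproterenol or metaproterenol; nearly all actives have a fitted effect of over 65% in size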
Target sequence (P07550 whole entry, looked up): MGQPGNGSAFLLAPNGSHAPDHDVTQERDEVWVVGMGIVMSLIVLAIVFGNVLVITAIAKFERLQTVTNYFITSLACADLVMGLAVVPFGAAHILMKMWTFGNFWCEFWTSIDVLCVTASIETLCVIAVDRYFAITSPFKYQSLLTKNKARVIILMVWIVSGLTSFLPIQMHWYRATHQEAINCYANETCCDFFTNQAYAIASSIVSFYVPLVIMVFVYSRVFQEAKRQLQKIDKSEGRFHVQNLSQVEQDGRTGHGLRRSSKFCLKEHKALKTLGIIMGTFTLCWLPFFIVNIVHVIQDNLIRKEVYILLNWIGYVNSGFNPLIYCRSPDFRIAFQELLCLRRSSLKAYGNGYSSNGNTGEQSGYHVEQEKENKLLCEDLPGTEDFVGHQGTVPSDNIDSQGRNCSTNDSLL
USP2a block = USP2a (human) protease inhibition | actives 0.01% (n = 330,000) | USP2 core, Ub-CHOP2 coupled fluorogenic reporter, 485/531 | Potency, µM (doses to about 38.3 µM), inactives show at the top dose activity change, negative = inhibition, actives largely listed as inhibitors | O75604 | AID 463254;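 also: potency is read from the fitted curve at half-maximal effect; plate controls were DMSO wells for no effect and full inhibition by NEM control for full effect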
Target sequence (O75604 whole entry, looked up): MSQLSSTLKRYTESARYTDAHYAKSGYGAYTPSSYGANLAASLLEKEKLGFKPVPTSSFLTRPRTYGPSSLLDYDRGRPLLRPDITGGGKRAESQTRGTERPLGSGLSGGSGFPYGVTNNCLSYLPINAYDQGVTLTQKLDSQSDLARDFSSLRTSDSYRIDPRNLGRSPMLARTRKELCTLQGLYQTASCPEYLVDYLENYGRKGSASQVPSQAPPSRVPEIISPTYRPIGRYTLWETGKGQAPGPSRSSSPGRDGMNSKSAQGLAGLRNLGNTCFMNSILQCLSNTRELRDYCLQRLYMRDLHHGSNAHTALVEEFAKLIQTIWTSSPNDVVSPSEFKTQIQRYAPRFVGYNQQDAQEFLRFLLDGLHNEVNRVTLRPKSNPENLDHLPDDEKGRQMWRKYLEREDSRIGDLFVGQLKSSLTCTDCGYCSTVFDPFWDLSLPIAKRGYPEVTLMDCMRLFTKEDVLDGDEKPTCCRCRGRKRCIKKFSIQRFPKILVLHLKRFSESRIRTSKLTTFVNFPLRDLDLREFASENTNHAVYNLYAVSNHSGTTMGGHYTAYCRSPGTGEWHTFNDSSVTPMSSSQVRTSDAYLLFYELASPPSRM
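USP2 core (10nM final) preincubated 30min RT with compound in 20mM Tris-HCl pH 8.0, 2mM CaCl2, 2mM beta-mercaptoethanol, 0.05% CHAPS; 25nM Ub-CHOP2 plus 25nM reporter substrate added, fluorescence (Ex485/Em531) read after 60min.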
GALK inh = galactokinase (human) inhibition. Purified GALK, Kinase-Glo residual ATP luminescence. Potency, µM (doses to about 57.5 µM), for inactives: at the highest dose activity change, negative = inhibition, usual class: inhibitors. AID 1868. P51570. actives 0.007% (n = 270,000); also: potency is read from the fitted curve at half-maximal effect; % is scaled to controls: 0 for no effect and ±100 for the full control effect
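5 nM enzyme, 35 uM ATP, 100 uM galactose, 20 mM HEPES pH8.0, 5 mM MgCl2; 1 h RT; residual ATP by Kinase-Glo Plus luminescence, qHTS format.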
TRPV1 ag = agonists of human vanilloid receptor 1 (TRPV1); Q8NER1; TRPV1-expressing cells, Fluo-8 calcium influx, agonist mode; activation, % at 8.33 µM; actives 0.19% (n = 320,000); AID 540275; in the data active = activation above about 80%; inconclusive = between about 30% and that limit; also: 0% is about no effect
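Fluo-8 calcium influx in TRPV1-expressing cells, kinetic read (ex 480/em 520 nm). Compound added and read 3 min for agonist activity, followed by capsaicin at EC20 final and 2 min further read for enhancement.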
Menin-MLL TR inh = displaces Texas Red mutant MLL peptide from human menin | O00255 | Menin + Texas Red MLL mutant peptide, fluorescence polarization | Potency, µM (titrated, usually from 61.6 µM), for the others: at the top dose FP activity change, negative = inhibition, hits mostly inhibitors | actives 0.23% (n = 270,000); active = well fitted inhibition curve with a large enough effect in the polarisation, with a control signal flat, not every such curve was filed as active; inconclusive = small, poorly fitted or top-dose-only effect, or effect the other way, or a change in a side signal; inactive = no such curve, though single readings can be large or run the other way; the % refers to the polarisation; also: potency is read from the fitted curve at half-maximal effect; % of control where 0% means no effect; many of its hits are not listed in these tables
CXXC DNA block = inhibitors of human MLL CXXC domain-DNA interaction; Q03164; MLL-CXXC / FITC-HOXA9 DNA fluorescence polarization; Potency, µM (top dose mostly 115 µM), without a hit: at the highest dose activity change, negative = inhibition, most hits filed as inhibitors; actives 0.037% (n = 290,000); AID 2662; active = well fitted inhibition curve with a large enough effect in the polarisation, with a control signal flat, not every such curve was filed as active; inconclusive = small, poorly fitted or top-dose-only effect, or effect the other way, or a change in a side signal; inactive = no such curve, though single readings can be large or run the other way; the % refers to the polarisation; also: potency is read from the fitted curve at half-maximal effect
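Steps: dispense CXXC domain solution (7 uM) → pin compounds or unlabeled HOX-A9 DNA control → 5 min ambient → add FLSN-HOX-A9 solution (50 nM) → spin → 30 min ambient → fluorescence polarization. Tris pH 7.5/NaCl/DTT/BSA buffer.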
PKM2 act = PKM2 (human) enzyme activation. P14618. purified PKM2, Kinase-Glo ATP luminescence, activation; response scale: 0% is enzyme alone, no compound. Potency, µM (titrated, usually from 57.5 µM), without a hit: at the highest dose activation, actives largely listed as activators. actives 0.34% (n = 260,000); also: potency is read from the fitted curve at half-maximal effect; % is scaled to controls: 0 for no effect and ±100 for the full control effect; nearly all actives have a fitted effect of over 55% in size
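Kinase-Glo luminescence reports ATP generated from ADP (0.1 mM) and PEP (0.5 mM) by purified hPK-M2 after 1 h at room temperature, pH 7.2 imidazole buffer; intermediate enzyme activity allows detecting inhibitors and activators.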
KCNH2 3.1 inh = inhibitors of human KCNH2 3.1 potassium channel isoform; U2OS KCNH2 3.1, thallium flux FluxOr; hits give low values; activity change, % (tested at about 1.8 µM); actives 0.95% (n = 340,000); AID 720553;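 active = maximum activity change below -70%; inconclusive = maximum activity change from -70% to -50%; inactive = maximum activity change above -50%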;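 also: thallium influx rate constant from kinetic fluorescence after stimulation buffer; % is scaled to controls: 0 for no effect and ±100 for the full control effect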
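U2OS cells transduced with KCNH2 3.1 mutant virus (1.77 x 10^8 /mL, 4 h), plated overnight at 37 C, loaded 45 min with FluxOr dye plus Red40 quencher. Thallium flux rate constant from kinetic reads after stimulation buffer, normalised to controls.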
Giardia killer = kills Giardia lamblia | Giardia lamblia trophozoite viability | activity change, % at 7.66 µM, hits read low | actives 0.15% (n = 340,000) | AID 540267; in the data active = activity change below about -80%; inconclusive = between about -30% and that limit;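 also: parasites exposed to compound for two days anaerobically before the ATP read; % is scaled to controls: 0 for no effect and ±100 for the full control effect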
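Anaerobic 48 hrs incubation at 37 deg C of 100 trophozoites/well with test compounds; ATPLite 1-Step luminescence, 15-30 min RT, reports cellular ATP as viability.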
Numbers without * were called inactive; u = inconclusive; x = not tested or not shown; [ ] = dose if it differs, or a comment. Unless noted, calls follow the shape of the dose curve; as a rule, active = well fitted curve in the direction sought with a large enough effect; inconclusive = small, poorly fitted or top-dose-only effect, or another doubt; inactive = no such curve, though single readings can be large; an effect the other way counts as inactive or inconclusive. Some of the compounds tested; count on the stated rates, not on these rows.

SMILES	KCNH2 WT inh	FBPA coupling cs	B2AR arrestin	USP2a block	GALK inh	TRPV1 ag	Menin-MLL TR inh	CXXC DNA block	PKM2 act	KCNH2 3.1 inh	Giardia killer
CCOc1cc(/C=N/NC(=O)OC)ccc1OCCSc1ccc(Cl)cc1	3.5	-2.2	2.2%	-7.9%	-0.2%	11.4	21.1%	12.5%	5.7%	-2.1	8.0
COc1cc(C(c2c(C)[nH][nH]c2=O)c2c(C)[nH][nH]c2=O)cc([N+](=O)[O-])c1O	2.4	-28.4	-0.2%	-0.8%	4.8%	2.3	-1.5%	0.2%	-4.7%	8.8	-16.0
O=S(=O)(Nc1nccs1)c1ccc(NS(=O)(=O)c2c(F)cc(F)c(Cl)c2F)cc1	-104.7*	x	0.1%	0.6%	x	x	x	x	x	-3.1	2.8
C=CCNCC(=O)Nc1ccccc1SCC(=O)Nc1ccsc1C(=O)OC	5.1	0.5	0.0%	1.8%	-0.6%	0.3	-11.9%	-0.1%	-2.0%	-15.2	8.9
Cc1ccc(NC(=O)CSc2ccc(-c3ccc(-n4cccn4)cc3)nn2)c(C)c1	3.7	x	0.3%	1.0%	x	-1.8	x	x	x	0.3	-6.8
Cc1cccc(C)c1NC(=O)c1sccc1SCC#N	-8.2	-2.8	0.0%	-0.5%	-2.5%	1.6	6.9%	2.6%	14.7%	-6.2	-16.3
CC(C(=O)NC1=NCCS1)(C(F)(F)F)C(F)(F)F	-5.0	1.5	-0.4%	2.4%	0.4%	-1.5	43.7%[activator]	2.7%	3.7%	7.0	-0.6
COc1ccc(C)cc1-n1c(=O)c2ccccc2c2ccccc2c1=O	-4.6	-0.1	-0.2%	3.0%	11.4%	6.6	-4.2%	8.7%	-2.8%	5.4	-8.4
N#Cc1nc(-c2ccccc2)oc1N1CCCCC1	-10.7	0.1	-0.8%	0.0%	7.1%	u	1.1%	-3.7%	-2.5%	2.7	-16.3
CC(=O)c1cccc(NC(=O)N2CCC(c3nnc(SCC(N)=O)n3C)CC2)c1	0.8	2.1	-0.7%	4.9%	1.7%	7.0	5.1%	6.9%	-4.0%	-1.4	-2.4
CC(C)NC(=O)COC(=O)c1ccc(Cl)c(S(=O)(=O)N2CCCC2)c1	-1.3	0.1	0.4%	-1.2%	-2.3%	4.2	x	-5.8%	-0.9%	5.9	4.2
COc1ccccc1CNS(=O)(=O)c1cc(C)ccc1OC	7.2	0.5	-0.3%	-1.6%	-2.0%	1.0	-3.3%	-7.2%	4.9%	22.3	14.6
Cc1c(C(=O)Nc2ccccn2)oc2ccccc12	-5.5	-3.4	-0.6%	-0.2%	3.2%	3.8	6.2%	-2.9%	-3.6%	20.1	-11.0
Cc1ncc(CO)c(/C=N/Nc2cccc(Cl)n2)c1O	-4.6	0.3	-0.9%	-3.2%	x	u	-29.7%	20.6%	x	11.7	42.4[activator]
O=C(c1ccc(F)c(F)c1)N1CCCc2ccccc21	-4.9	-2.9	0.2%	-1.1%	-4.6%	14.5	-14.2%	-1.3%	-2.0%	-11.1	-4.6
Cc1ccc(CNC(=S)Nc2ccc(C)c([N+](=O)[O-])c2)cc1	11.5	-1.1	-0.1%	3.2%	0.2%	3.0	u	-4.8%	5.1%	8.7	-29.6
CC(OC(=O)c1ccc2ncsc2c1)C(=O)NC1CCCCC1C (stereo unspecified)	-5.2	x	-2.5%	0.1%	x	12.0	x	x	x	15.0	-6.9
COc1cc2ccccc2cc1C(=O)OCC(=O)N1CCOCC1	-8.1	-0.1	-0.1%	-2.8%	3.1%	1.9	0.2%	0.1%	12.7%	-4.1	4.0
CC(C)(Oc1ccc(Cl)cc1)C(=O)Nc1ccc(S(=O)(=O)Nc2ncccn2)cc1	-0.6	4.5	0.1%	0.1%	-0.8%	-0.9	6.7%	4.1%	4.7%	-9.9	0.0
O=C(Nc1ccc(OC(F)F)c(Cl)c1)c1cccc(OC(F)F)c1	1.8	4.3	-0.1%	0.8%	-2.6%	1.2	u	-4.6%	-1.2%	x	5.2
CC(C)(C)C1CCC(C(=O)NNC(=O)c2ccncc2)CC1 (stereo unspecified)	-3.4	x	0.0%	2.6%	x	11.7	x	x	x	-3.7	-1.3
CCc1nnc(NC(=O)C2CC(=O)N(C3CCCC3)C2)s1 (stereo unspecified)	-1.8	1.2	-0.2%	-1.2%	-2.3%	1.5	0.8%	-2.5%	-3.9%	-6.6	8.4
CC(C)CCNC(=O)c1cc(-c2ccco2)nc2ccccc12	-5.5	-1.1	0.2%	3.0%	-2.1%	10.6	x	-8.4%	-4.9%	10.6	-1.9
Cc1cccc(N2C(=O)C(O)=C(C(=O)c3cccs3)C2c2ccccc2)n1 (stereo unspecified)	3.4	-3.0	-0.2%	1.8%	0.6%	0.6	x	-2.0%	1.0%	3.8	1.1
CC1(C)Cc2c(sc3nc(SCC(=O)NCc4ccco4)n(-c4ccccc4)c(=O)c23)CS1	1.3	3.0	-0.4%	3.6%	4.2%	11.4	-3.9%	4.4%	2.5%	-2.3	15.0
CC(C)(Oc1ccc(Cl)cc1)C(=O)NC1CCCCC1	-7.6	x	-1.1%	-0.9%	x	u	x	x	x	1.2	1.9
O=C(/C=C/c1ccc(OC2CSC2)cc1)c1ccc(Cl)cc1	-10.4	-0.2	-1.3%	4.5%	1.4%	3.4	-8.6%	11.0%	-2.9%	-10.5	4.1
COc1ccc(OC)c(C(c2nnnn2Cc2ccco2)N2CCN(C)CC2)c1 (stereo unspecified)	1.8	0.1	0.4%	1.1%	0.1%	-1.2	-0.9%	2.0%	-1.1%	-1.2	-3.0
CCCCn1c(=O)[nH]c(=O)c2c1nc(COc1ccc(C#N)cc1)n2CCC	9.3	0.2	-0.7%	1.6%	-1.2%	0.3	-5.0%	4.7%	-2.0%	-18.3	6.0
N=C1C(c2nc3ccccc3c(=O)[nH]2)=C(O)CN1CCO	-13.8	3.0	0.2%	2.9%	0.0%	0.5	-2.5%	2.6%	1.4%	4.0	1.8
O=S(=O)(Nn1c(O)c(C=C2N=c3ccccc3=N2)sc1=S)c1ccccc1	-5.4	3.1	0.0%	0.8%	-3.8%	1.5	x	-3.9%	4.4%	-1.4	-27.3
CC(C)C(C(=O)NCc1ccco1)N(CC1CCCO1)C(=O)CNS(=O)(=O)c1ccc(F)cc1 (stereo unspecified)	-0.3	0.7	-0.4%	2.8%	0.4%	2.3	x	0.8%	x	0.9	8.8
COCCN1CCn2c(nc3cc(NC(=O)Cn4nc(C)c5ccccc5c4=O)ccc32)C1	1.6	1.9	4.1%	2.9%	-0.2%	x	x	-3.3%	3.0%	-2.6	-4.3
CC[C@@]1(C(=O)OC)N[C@H](CN(C)C(=O)Nc2ccc(F)cc2)[C@@H]2C(=O)N(Cc3ccccc3)C(=O)[C@@H]21	-17.3	x	-0.4%	0.4%	x	x	x	x	x	-19.5	-3.2
CC1(C)CC(=O)c2sc(NC(=O)CN3CCCCC3)nc2C1	-6.5	4.6	0.3%	0.2%	5.3%	0.7	3.8%	3.7%	-3.5%	-3.6	-17.0
O=C(NCc1cccs1)C1CCC(CNS(=O)(=O)c2ccc(Br)s2)CC1 (stereo unspecified)	2.5	3.9	-0.4%	0.2%	1.1%	5.6	2.9%	0.6%	-1.4%	-42.6	-15.2
Cc1nc(NC(=S)NC(=O)c2cncc(Br)c2)ccc1Br	-7.7	0.9	-0.9%	0.4%	5.3%	-6.0	7.3%	u	-12.8%	-20.1	11.4
CC(C)CNc1nc(N)c([N+](=O)[O-])c(N2CCCCCC2)n1	-0.4	2.8	0.1%	-1.0%	7.3%	27.0	u	10.8%	x	1.1	2.0
O=[N+]([O-])c1ccc(C2Oc3ccccc3C3CC(c4ccccc4)=NN32)s1 (stereo unspecified)	x	-10.8	10.2%	-7.8%	-2.2%	11.3	u	-2.3%	-0.2%	x	x
Cc1ccc(S(=O)(=O)N/N=C\c2cc([N+](=O)[O-])ccc2Cl)cc1	-7.6	0.3	0.1%	0.5%	-0.1%	-1.4	-3.9%	-1.0%	4.3%	-8.6	-2.4
CC(=O)c1ccccc1NC(=O)CSc1nnc(Cc2csc(C)n2)o1	0.5	x	0.2%	0.5%	x	-3.7	x	x	x	-13.6	-8.0
Cc1nc(SCc2ccccc2)c([N+](=O)[O-])[nH]1	1.9	6.9	1.3%	0.8%	1.7%	-1.7	11.2%	18.0%	0.3%	1.5	16.4
